ATXN2 expr inh: inhibitors of ATXN2 expression; HEK-293 ATXN2-luciferase reporter, luminescence, 24 h; Potency, µM (titrated, usually from 57 µM), for inactives: at the highest dose activity change, negative = inhibition, actives largely listed as inhibitors; hit rate 0.72% among 360,000; AID 1745845; note: potency is the fitted concentration of half-maximal effect; % is set by controls: 0 for no effect and ±100 for the full control effect; nearly all actives have a fitted effect of over 55% in size
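ATXN2-luciferase reporter cells (luciferase flanked by upstream and downstream ATXN2 gene portions) were treated 24 h at 37 °C with compounds at up to 57 uM. SteadyGlo luminescence gave expression; GF-AFC fluorescence gave viability.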
Nrf2 block: inhibitors of Nrf2 signaling. A549 ARE-Fluc reporter, luciferase luminescence, 18-24 h. Potency, µM (titrated, usually from 46 µM), for the others: top-dose activity change, negative = inhibition, actives largely listed as inhibitors. hit rate 2.1% among 360,000; note: potency is the fitted concentration of half-maximal effect; % is set by controls: 0 for no effect and ±100 for the full control effect; nearly all actives have a fitted effect of over 60% in size
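Quantitative HTS in A549 cells stably bearing an antioxidant response element-firefly luciferase construct. Inhibition of Nrf2-driven transcription was scored by luminescence after 18-24 h of compound exposure at 37 °C.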
TGFb inhibitor: blocks TGF-b signaling; HepG2 CAGA-GFP TGF-b/SMAD3 reporter, GFP fluorescence, 18 h; TGF-beta stimulated, 500 pg/mL final; Potency, µM (doses to about 46.1 µM), inactives show at the highest dose activity, negative = inhibition, most hits filed as inhibitors; hit rate 1.2% among 410,000; AID 588855; note: potency is the fitted concentration of half-maximal effect; % is set by controls: 0 for no effect and ±100 for the full control effect; nearly all actives have a fitted effect of over 65% in size
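TGF-beta reporter screen: HEPG2 CAGA-GFP, 1% FBS, 500 pg/mL TGF-beta final, 18 h; per-cell GFP summed per well; curves fitted and categorized by class.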
EPAC2 ag: EPAC2 (human) agonism | Potency, µM (doses to about 154 µM), without a hit: top-dose activation, most hits filed as activators | Q8WZA2 | hit rate 0.079% among 360,000 | EPAC2 activation, biochemical qHTS; response scale: 100% = 6.5 mM cAMP response; note: potency is the fitted concentration of half-maximal effect; nearly all actives have a fitted effect of over 50% in size
Target sequence (Q8WZA2 whole entry, looked up): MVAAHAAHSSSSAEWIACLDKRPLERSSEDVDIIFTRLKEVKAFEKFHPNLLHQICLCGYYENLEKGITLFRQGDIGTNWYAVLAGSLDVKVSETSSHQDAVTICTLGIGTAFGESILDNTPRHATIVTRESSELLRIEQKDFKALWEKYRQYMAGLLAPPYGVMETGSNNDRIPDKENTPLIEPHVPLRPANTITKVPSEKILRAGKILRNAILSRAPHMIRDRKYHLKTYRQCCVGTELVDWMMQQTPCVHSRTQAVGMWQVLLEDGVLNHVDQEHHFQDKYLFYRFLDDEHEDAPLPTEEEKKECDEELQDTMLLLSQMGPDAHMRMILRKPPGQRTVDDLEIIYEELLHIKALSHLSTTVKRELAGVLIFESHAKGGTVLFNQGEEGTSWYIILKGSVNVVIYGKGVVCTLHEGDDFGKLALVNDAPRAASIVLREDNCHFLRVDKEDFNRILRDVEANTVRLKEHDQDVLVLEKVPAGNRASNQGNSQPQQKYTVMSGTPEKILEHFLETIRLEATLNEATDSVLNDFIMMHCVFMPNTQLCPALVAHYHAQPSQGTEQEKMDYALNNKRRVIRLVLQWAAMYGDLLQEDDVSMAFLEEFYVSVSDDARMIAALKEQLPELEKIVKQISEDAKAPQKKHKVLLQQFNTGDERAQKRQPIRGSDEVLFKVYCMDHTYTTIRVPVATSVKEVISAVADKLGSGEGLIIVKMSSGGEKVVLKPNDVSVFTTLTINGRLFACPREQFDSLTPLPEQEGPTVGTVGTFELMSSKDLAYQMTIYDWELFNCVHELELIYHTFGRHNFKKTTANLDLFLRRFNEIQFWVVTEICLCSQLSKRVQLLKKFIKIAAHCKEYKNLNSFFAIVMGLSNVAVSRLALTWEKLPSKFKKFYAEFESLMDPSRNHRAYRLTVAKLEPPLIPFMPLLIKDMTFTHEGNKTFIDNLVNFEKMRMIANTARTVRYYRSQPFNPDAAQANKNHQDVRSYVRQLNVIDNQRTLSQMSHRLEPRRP
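Fluorescence exchange assay: 100 nM EPAC2 with 250 nM RAP1B-BODIPY-GDP and 50 uM GDP; compounds tested as a concentration-titration series (qHTS). Loss of Rap1-bound BODIPY-GDP fluorescence read at 480/540 nm; data normalized to 6.5 mM cAMP.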
HepG2 viability: HepG2 cytotoxicity, counter-screen for TGF-b inhibitors. HepG2 CAGA-GFP viability, ATP luminescence, 18 h. Potency, µM (highest dose often 46.1 µM), without a hit: at the highest dose activity change, negative = cytotoxicity, hits mostly cytotoxic. hit rate 0.76% among 410,000. AID 588856; note: potency is the fitted concentration of half-maximal effect; some results filed as inactive show a strong effect at the top dose
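HepG2 CAGA-GFP cells (1000/well, DMEM with 1% FBS) received compound, then TGF-beta at 500 pg/mL final, and were incubated 18 hours at 37 degrees C. Viability was read by CellTiter-Glo luminescence. Media-only wells were set as complete cell-killing and DMSO as no toxicity.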
IL2 activator: IL-2 activation; IL-2 activation reporter assay, cell-based qHTS; stimulated with anti-CD3/CD4/CD28 beads; in transgenic mouse T cells; activation, % (series mostly up to about 46 µM); hit rate 0.065% among 360,000; in the data active = activation above about 50%; inconclusive = mostly about 30% to 49%; note: 0% is about no effect
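Unstimulated transgenic mouse T cells preincubated 60 min with compound, then stimulated with anti-CD3/anti-CD4-coated beads plus anti-CD28 for 18 h at 37 degrees C. IL-2 response read as EGFP and DsRed fluorescence by plate cytometry.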
ATXN viability: viability counter-screen for ATXN expression inhibitors. AID 651635. Potency, µM (doses to about 56.7 µM), hits mostly cytotoxic. S2 cells (HEK-293 line with an ATXN2-luciferase reporter) viability, CellTiter-Fluor protease fluorescence, 24 h. hit rate 0.49% among 400,000; note: potency is the fitted concentration of half-maximal effect; nearly all actives have a fitted effect of over 40% in size
Nrf2 activator: activates Nrf2 signaling; Potency, µM (doses to about 46.1 µM), for the others: at the highest dose activation, most hits filed as activators; hit rate 0.31% among 410,000; AREc32 ARE-luciferase reporter (MCF7-derived line), luminescence, 24 h; AID 624171; note: potency is the fitted concentration of half-maximal effect; % of control where 0% means no effect; nearly all actives have a fitted effect of over 65% in size
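ARE activation measured as luciferase luminescence (Steady-Glo, 30 min RT) in AREc32_Fluc cells after 24 hr compound exposure at 37 deg C, 5% CO2; cells seeded overnight at 1000/well in OPTI-MEM, 5% FBS.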
A549 viability: counter-screen for Nrf2 inhibitors: cytotoxicity in A549 cells; A549 ARE-Fluc cells, CellTiter-Fluor viability, 18-24 h; Potency, µM (highest dose often 46 µM), inactives show top-dose activity change, negative = cytotoxicity, actives largely listed as inhibitors; hit rate 0.16% among 390,000; note: potency is the fitted concentration of half-maximal effect; % is set by controls: 0 for no effect and ±100 for the full control effect
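A549 ARE_Fluc cells in 5% FBS OPTI-MEM were exposed to compounds in concentration-response for 18-24 h at 37 deg C. Viability was read by CellTiter-Fluor fluorescence (Ex 405/Em 525) after 30 min, before the luciferase read.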
The depositor's hits bear a star; i = inactive; ? = inconclusive; . = no result given; & = joins results of further samples; ! = repeats disagree; [ ] = dose if it differs, or a comment. Unless noted, calls come from the whole dose curve; as a rule, active = well fitted curve in the direction sought with a large enough effect; inconclusive = small, poorly fitted or top-dose-only effect, or another doubt; inactive = no such curve, though single readings can be large; an effect the other way counts as inactive or inconclusive.

SMILES	ATXN2 expr inh	Nrf2 block	TGFb inhibitor	EPAC2 ag	HepG2 viability	IL2 activator	ATXN viability	Nrf2 activator	A549 viability
CC(=O)c1ccc(OCC(O)CN2CCN(S(=O)(=O)c3cccc(Br)c3)CC2)cc1 (stereo not drawn)	-8.8%	-24.4%	?	3.6%	-26.8%	-0.4	i	1.0%	4.0%
COc1cccc(N2C(=O)C3ON(c4ccccc4)C(c4cccs4)C3C2=O)c1 (stereo not drawn)	3.5%	13.1%	-0.1%	6.7%	0.6%	-1.0	i	1.2%	-1.0%
CNc1cc(-c2ccc(OC)c(OC)c2)ncn1	13.9%	.	20.7%	4.3%	-28.8%	-0.2	i	-0.5%	.
COc1cc(OC)nc(Nc2nc(C(N)c3ccccc3Cl)cs2)n1 (stereo not drawn)	-17.6%	.	25.1%	19.7%	-33.3%	0.1	?	9.6%	.
COC(=O)c1ccccc1NC(=O)C1CCN(C(=O)c2cc(OC)cc(OC)c2)CC1	-3.7%	-18.0%	-6.6%	1.5%	-21.7%	0.4	i	-0.7%	-5.0%
COc1ccc(-c2nc3ccccc3o2)cc1NC(=O)COc1c(C)cc(Cl)cc1Cl	24.1%	6.9%	28.0%	.	13.1%	.	i	1.1%	3.1%
CCOC(=O)c1[nH]c2ccc(Cl)cc2c1NC(=O)/C=C/c1ccc2c(c1)OCO2	?	5.17µM*	24.7%	-6.3%	10.4%	-0.5	.	0.0%	-23.3%
COc1ccc2c(c1)CC(C1(O)C(=O)N(C)c3ccccc31)C2=O (stereo not drawn)	8.6%	8.9%	15.6%	47.9%[15.6 µM]	12.4%	1.7	i	3.5%	-3.8%
CN(Cc1cccs1)C(=O)COC(=O)CNC(N)=O	-10.2%	12.2%	14.5%	-1.8%	14.7%	1.2	i	-0.2%	-0.3%
Cc1nn(-c2ccccc2)c(Cl)c1/C=N/NC(N)=O	10.4%	2.7%	16.9%	-2.9%	-28.7%	-5.5	i	7.8%	5.9%
CCN(CC)S(=O)(=O)c1ccc(N2CC(C(=O)NC3(C)CCS(=O)(=O)C3)CC2=O)cc1 (stereo not drawn)	-28.8%	-25.3%	-4.3%	2.9%	-2.4%	0.4	?	0.5%	-14.4%
C/C=C1\COC(C(=O)NCc2ccccc2)(C(F)(F)F)C=C1C=C(C)C (stereo not drawn)	5.6%	-12.2%&-2.0%	11.2µM*!	-0.9%	-14.7%&-57.8%	-0.6	i	3.8%	3.2%&-1.8%
N#Cc1ccccc1NC(=O)CN1C(=O)NC2(CCCC2)C1=O	-18.6%	24.2%	9.3%	-6.9%	1.4%	0.7	i	5.5%	-0.1%
COc1ccc(OC)c(CCNC(=O)C2=C(C)C(=O)OC23CCC(C)CC3)c1 (stereo not drawn)	.	8.8%	.	.	-26.2%	.	.	3.0%	12.3%
CN(C(=O)CSc1nc2c(c(=O)[nH]1)CCCC2)c1ccccc1	-7.3%	26.3%	-12.3%	.	-4.9%	.	?	5.5%	-0.7%
COc1ccc2cc(C3=CCCC3(C)C(=O)O)ccc2c1 (stereo not drawn)	24.2%	10.3%	-5.0%	-1.9%	20.4%	0.6	i	-0.3%	-4.8%
CCNC(=S)NNC(=O)c1cccc(Br)c1	4.9%	-15.7%	-11.5%	-3.0%	1.4%	-1.2	i	-0.1%	-1.9%
COc1ccc(S(=O)(=O)N(C)C2CCN(C)CC2)cc1	-13.2%	13.7%	1.6%	9.3%	-2.8%	1.8	i	0.5%	6.5%
OCCCNc1nc(-c2ccc(Cl)cc2)nc2ccccc12	3.2%	-14.2%	?	7.0%	-60.0%	0.3	?	4.8%	-1.4%
CCCCNC(=O)Cn1ncc2c(C)n(Cc3cccc(Cl)c3)c(C)c2c1=O	.	?	-4.5%	.	-10.4%	.	.	0.4%	-3.5%
CC(=O)c1ccccc1NC(=O)COc1ccc(N(C)S(=O)(=O)c2ccc(C)c(C)c2)cc1	3.4%	-24.1%	-6.3%	12.4%	-12.1%	-0.3	i	3.8%	3.2%
CC(C)c1cc(C(=O)Nc2cccnc2)no1	-2.6%	20.5%	-29.7%	-5.3%	-4.4%	-3.6	i	0.0%	-2.5%
COc1ccc(-n2nnnc2SCC(=O)c2ccc(OC)c(OC)c2)cc1	5.1%	16.4µM*	-23.0%	3.0%	-1.6%	1.2	i	-0.1%	-17.0%
CC1(C)Cc2c(sc(NC(=O)c3ccc(S(=O)(=O)N4CCCCCC4)cc3)c2C#N)C(C)(C)N1	0.8%	-22.2%	-6.6%	-13.3%	-7.6%	-0.4	i	-0.3%	?
CC(C)Oc1cccc(C(=O)Nc2ccccc2N2CCOCC2)c1	0.1%	-5.5%	1.4%	8.4%	-42.0%	0.2	i	0.0%	7.5%
COc1ccc(-c2n[nH]c3c2cnc2ccc(F)cc23)cc1	26.1%	.	1.1%	.	-13.0%	.	i	23.1%	-2.2%
Cc1ccc(N=c2sc(C)c(C)n2C)cc1	83.7%[activator]	?	-2.4%	8.0%	1.8%	1.7	i	5.0%	-4.2%
COc1ccccc1NC(=O)CSc1nnnn1-c1ccc(F)cc1	-22.4%	-8.1%	2.1%	15.7%	9.6%	1.7	i	0.4%	13.5%
CCOCc1nnc(NC(=O)CCC2CCCCC2)s1	-19.4%	-5.2%	4.8%	3.9%	-2.8%	0.1	?	-1.2%	4.4%
Fc1ccc(Cn2c(-c3cccc(Br)c3)nc3ccccc32)cc1	.	.	?	.	-44.6%	.	.	0.0%	0.9%

In another format: results already given.
| SMILES | ATXN2 expr inh | Nrf2 block | TGFb inhibitor | EPAC2 ag | HepG2 viability | IL2 activator | ATXN viability | Nrf2 activator | A549 viability |
| --- | --- | --- | --- | --- | --- | --- | --- | --- | --- |
| CC(=O)c1ccccc1NC(=O)COc1ccc(N(C)S(=O)(=O)c2ccc(C)c(C)c2)cc1 | 3.4% | -24.1% | -6.3% | 12.4% | -12.1% | -0.3 | i | 3.8% | 3.2% |
| CNc1cc(-c2ccc(OC)c(OC)c2)ncn1 | 13.9% | . | 20.7% | 4.3% | -28.8% | -0.2 | i | -0.5% | . |
| COc1cc(OC)nc(Nc2nc(C(N)c3ccccc3Cl)cs2)n1 (stereo not drawn) | -17.6% | . | 25.1% | 19.7% | -33.3% | 0.1 | ? | 9.6% | . |
| COc1ccc(-n2nnnc2SCC(=O)c2ccc(OC)c(OC)c2)cc1 | 5.1% | 16.4µM* | -23.0% | 3.0% | -1.6% | 1.2 | i | -0.1% | -17.0% |

Going on with the list.
SMILES	ATXN2 expr inh	Nrf2 block	TGFb inhibitor	EPAC2 ag	HepG2 viability	IL2 activator	ATXN viability	Nrf2 activator	A549 viability
CC1=CC2(O)OCCN(CCO)C2=CC1=O (stereo not drawn)	-4.8%	?	-16.3%	8.8%	4.9%	0.7	i	0.2%	-2.6%
CCc1ccc(NC(=O)Cn2c(=O)c3cc(Cl)ccc3n3nncc23)cc1	-9.2%	-16.7%	5.9%	.	6.2%	.	i	-0.8%	1.6%
Cc1ccc(C(=O)N[C@@H](C)CN2C3=NC[C@H](C(C)C)N3C[C@H]2Cc2ccc(O)cc2)cc1Br	?	-2.8%	?	5.5%	-35.4%	-0.6	?	-4.2%	-13.8%
CCOC(=O)c1c(NC(=O)c2ccc(S(=O)(=O)N3CCC(C)CC3)cc2)sc2c1CCN(C(C)C)C2	-14.1%	.	23.8%	.	-64.8%	.	.	-0.4%	5.2%
CCCCC(=O)N1CC2(C)CN(C(=O)CCCC)CC(C)(C1)C2=O	5.3%	-1.3%	0.0%	3.7%	5.4%	1.0	i	-0.6%	-8.5%
Cc1cc(C)cc(NS(=O)(=O)c2ccc(F)cc2)c1	-3.0%	-8.7%	?	5.1%	-8.5%	-3.2	i	-0.6%	-5.6%
CCN1C(=O)C(C(=O)c2ccccc2)SC1=S (stereo not drawn)	-24.6%	-27.5%	?	2.1%	-47.7%	-0.9	?	0.4%	?
COc1cc(C2C(C(=O)OC(C)C)=C(C)N=C3SCCC(=O)N32)ccc1OCc1ccccc1 (stereo not drawn)	-5.2%	?	-1.5%	.	-40.5%	.	i	5.8%	-15.0%
O=C1c2ccccc2C(=O)N1CCCCN(C(=O)c1cc([N+](=O)[O-])cc([N+](=O)[O-])c1)c1ccc(Cl)cc1	4.0%	23.1µM*	-1.2%	14.4%	-22.1%	0.1	i	-0.1%	-11.8%
COc1ccc(CCNC(=O)Cc2ccc(OC)c(OC)c2)cc1OC	-4.9%	-4.8%	-21.1%	10.9%	-19.4%	-0.4	i	-0.1%	5.8%
CN(CC(=O)Nc1ccc(Cl)c(Cl)c1)CC(=O)N1CCCCCC1	.	.	0.7%	-3.0%	-25.8%	-2.7	?	1.1%	.
CCN(CC)c1ccc(/C=C/C(=O)C2C(=O)C=C(C)OC2=O)cc1 (stereo not drawn)	16.5%	?	90.4%[activator]	-6.0%	-3.4%	11.4	.	5.7%	1.0%
CCOc1ccc(C(C)=O)cc1N1C(=O)C2C(C1=O)C1C=CC2C12CC2 (stereo not drawn)	1.5%	7.4%	-13.4%	1.5%	1.3%	-0.9	i	0.9%	-0.5%
O=C(OCC(=O)N1CCN(C(=O)c2ccco2)CC1)c1ccc(Cl)c(Cl)c1	-5.1%	-10.3%	?	6.2%	0.3%	1.3	i	0.5%	1.4%
C[C@H]1CN([C@@H](C)CO)S(=O)(=O)c2ccc(-c3cccc(F)c3)cc2O[C@@H]1CN(C)C	13.9%	.	-2.9%	11.7%	-21.2%	-3.1	i	0.4%	.
COc1ccc(NC(=O)Nc2ccc3nsnc3c2)cc1	50.7%[activator]	?	0.8%	7.7%	-4.2%	-2.7	i	6.1%	-7.6%
COc1ccc(OC)c(C(=O)CSc2nc3ncccc3[nH]2)c1	-7.8%	1.3%	-27.0%	10.2%	-23.1%	-1.8	i	6.4%	7.1%
C=CCc1cccc2cc(C(=O)NCc3cccnc3)c(=O)oc12	-2.1%	?	-1.0%	-4.1%	-0.3%	-1.3	i	3.6%	-0.4%

Not a hit list; any-hit rate near 4.3%.
